Screening results (PubChem BioAssay)
DUSP3 inh: blocks human VHR1 dual specificity phosphatase; P51452; recombinant VHR phosphatase, pNPP absorbance; inhibition, % at 13.3 µM; 290,000 tested, 0.52% active; AID 1654; in the data active = inhibition above about 50%; note: some compounds called inactive have numbers as strong as hits
Target sequence (P51452 whole entry, looked up): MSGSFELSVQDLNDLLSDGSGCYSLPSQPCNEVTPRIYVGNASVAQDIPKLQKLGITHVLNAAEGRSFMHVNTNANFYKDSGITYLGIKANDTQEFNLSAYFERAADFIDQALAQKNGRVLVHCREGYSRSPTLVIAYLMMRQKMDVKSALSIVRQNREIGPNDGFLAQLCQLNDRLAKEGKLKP
BH1578 lux ind: induces V. cholerae light production without autoinducers; V. cholerae BH1578 lux reporter, luminescence, 6 h; activation, % at 18.7 µM; 350,000 tested, 0.16% active; AID 588436; in the data active = activation mostly above about 9.7%, no sharp cut-off; note: not every result past the cut was called active; inactives centre near 0; reference of the scale not given here
PfHsp40 yeast: rescue of PfHsp40-mediated yeast toxicity. S. cerevisiae expressing PfHsp40, growth rescue, ATP luminescence. growth rescue, % at 12.5 µM. 340,000 tested, 0.68% active; in the data active = growth rescue above about 28%, passing the limit was not always enough;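 note: yeast W303a lacking pdr1 and pdr3 grown in galactose medium; growth measured after three days at 30 °C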
Y pestis TopoI: Y. pestis Topo-I inhibition via cleavage products; Y. pestis Topo-I cleavage product accumulation, plate reader; activity, % at 10 µM; 360,000 tested, 0.064% active; in the data active = activity above about 50%, passing the limit was not always enough; note: inactives centre near 2
TcdB GH inh: blocks C. difficile toxin B glycohydrolase activity; TcdB glycohydrolase enzymatic assay, plate reader; P18177; inhibition, % at 9.99 µM; 350,000 tested, 0.24% active; in the data active = inhibition above about 10%
BoNT-A LC inh2: blocks Botulinum neurotoxin A light chain protease | inhibition, % at 10 µM | AID 588499 | 360,000 tested, 0.17% active | multiplex microsphere protease substrate cleavage, flow cytometry; note: plate controls were buffer without enzyme for full effect and enzyme alone for no effect
3CLpro inhibitor: SARS-CoV 3CLpro protease inhibition; recombinant SARS-CoV 3CLpro, quenched FRET peptide cleavage; inhibition, % at 6 µM; P0C6X7; 290,000 tested, 0.14% active; AID 1706; in the data active = inhibition above about 12%
CCHFV vOTU inh: CCHFV vOTU protease inhibition. Pep-AMC fluorescence. inhibition, % at 11.5 µM. 370,000 tested, 0.55% active; in the data active = inhibition above about 30%; note: 0% = vehicle wells with enzyme and 100% = no enzyme wells
PriA SSB inh: K. pneumoniae PriA-SSBct interaction inhibition; AlphaScreen SSBct-PriA binding, biotinylated peptide; inhibition, % at 33 µM; 430,000 tested, 0.6% active; AID 1272365; in the data active = inhibition mostly above about 37%, no sharp cut-off; inactive = mostly below about 20%;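 note: plate controls were negative control peptide for no effect and reference peptide for full effect; strong numbers were not always called active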
Anthrax LF inh2: blocks Bacillus anthracis lethal factor protease; P15917; multiplex microsphere protease cleavage assay, LF; inhibition, % at 10 µM; 360,000 tested, 0.12% active; note: plate controls were buffer without enzyme for full effect and enzyme alone for no effect
Target sequence (P15917 whole entry, looked up): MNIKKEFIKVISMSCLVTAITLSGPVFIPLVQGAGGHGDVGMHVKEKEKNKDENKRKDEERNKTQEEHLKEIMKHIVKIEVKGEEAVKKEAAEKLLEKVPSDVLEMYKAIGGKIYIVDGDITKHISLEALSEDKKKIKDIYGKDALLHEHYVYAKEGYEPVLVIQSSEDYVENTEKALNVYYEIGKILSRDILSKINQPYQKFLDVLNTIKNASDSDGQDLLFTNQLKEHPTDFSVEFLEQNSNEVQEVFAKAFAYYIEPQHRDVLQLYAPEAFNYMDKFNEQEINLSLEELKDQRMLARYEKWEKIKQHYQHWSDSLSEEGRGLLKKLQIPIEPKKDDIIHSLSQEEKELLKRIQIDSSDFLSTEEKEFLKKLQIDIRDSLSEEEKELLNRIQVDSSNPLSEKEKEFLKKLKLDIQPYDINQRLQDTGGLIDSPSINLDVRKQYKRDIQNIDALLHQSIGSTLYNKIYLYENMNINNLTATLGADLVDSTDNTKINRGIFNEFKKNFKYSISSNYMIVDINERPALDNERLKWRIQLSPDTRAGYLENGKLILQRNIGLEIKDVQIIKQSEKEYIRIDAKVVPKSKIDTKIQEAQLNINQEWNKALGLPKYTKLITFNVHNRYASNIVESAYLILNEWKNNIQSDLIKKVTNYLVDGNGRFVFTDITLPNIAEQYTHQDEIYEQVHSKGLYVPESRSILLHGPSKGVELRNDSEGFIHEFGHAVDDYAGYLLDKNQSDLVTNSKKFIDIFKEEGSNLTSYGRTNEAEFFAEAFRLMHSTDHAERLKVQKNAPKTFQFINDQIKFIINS
Starred values were filed as active, the others as inactive; i = inactive; x = no result given; & = joins results of further samples. Cut-off read from the data, not from the text of the source, unless noted: active = inhibition above about 30%; inconclusive = no clear call, values can overlap the other calls; inactive = below that.

Abbreviations – A = DUSP3 inh; B = BH1578 lux ind; C = PfHsp40 yeast; D = Y pestis TopoI; E = TcdB GH inh; F = BoNT-A LC inh2; G = 3CLpro inhibitor; H = CCHFV vOTU inh; I = PriA SSB inh; J = Anthrax LF inh2
1) Cc1ccc(Nc2nc(N)c([N+](=O)[O-])c(NCCO)n2)cc1C
  A: -8	B: -0.7	C: -0.3	D: 0	E: -0.6	F: -0.4	G: -3	H: 15	I: 3	J: 4
2) Cc1ccc(NC(=S)NCc2ccccc2)c(C)c1
  A: 16	B: 0.3	C: 3.0	D: 5	E: 1.8	F: -1.4	G: 0	H: -10	I: 3	J: 2
3) O=C(NCc1ccccc1)/C(=C\c1ccccc1)NC(=O)c1ccco1
  A: -3	B: -0.1	C: 0.2	D: 4	E: 1.2	F: 1.6	G: 2	H: 6	I: 6	J: -1
4) N#CCCNS(=O)(=O)c1ccc(C(=O)OCCCOC(=O)c2ccc(S(=O)(=O)NCCC#N)cc2)cc1
  A: 5	B: i	C: 1.2	D: 5	E: -0.1	F: -0.5	G: -2	H: 9	I: -13	J: -2
5) CCN(CC)C(=O)C1=C(C)N(Cc2ccc(OC)cc2)C(=O)C(CC(=O)NCc2cccs2)C1 (configuration not stated)
  A: x	B: i	C: x	D: 13	E: 0.6	F: 0.1	G: x	H: 16	I: x	J: -8
6) CCOC(=O)C(=O)Nc1ccccc1C(=O)OC
  A: 4	B: 2.9	C: 0.4	D: 1	E: 1.1	F: -0.4	G: 1	H: 7	I: -14	J: -3
7) COc1ccc(CN(CC(=O)NC2CCCC2)C(=O)c2onc(C(N)=O)c2N)cc1
  A: 44	B: 7.1	C: 0.5	D: 3	E: 0.2	F: -0.2	G: 0	H: 8	I: -9	J: -1
8) COC(=O)[C@@]12CCCCN1[C@H](c1ccc(-c3ccc(OC)cc3)cc1)[C@@H]1C(=O)N(C)C(=O)[C@@H]12
  A: x	B: -0.9	C: 1.8	D: 9	E: -0.6	F: -0.5	G: x	H: 1	I: -4	J: -7
9) Cc1ccc(N2CCN(CC(O)COc3ccccc3)CC2)cc1 (configuration not stated)
  A: 4	B: -0.1	C: -0.7	D: 5	E: -1.5	F: 0.1	G: 0	H: -14	I: 7	J: 4
10) CC(=O)NC(Cc1ccc(F)c(F)c1)C(=O)NC1CCN(S(=O)(=O)c2ccc(C)cc2)CC1 (configuration not stated)
  A: 21	B: -0.6	C: -1.0	D: 3	E: 0.6	F: 0.5	G: -3	H: -15	I: 11	J: 2
11) Cc1nc([N+](=O)[O-])cn1CC(O)c1ccccc1 (configuration not stated)
  A: 9	B: i	C: -1.2	D: -2	E: 1.5	F: -0.4	G: 4	H: -12	I: -2	J: 4
12) O=C(C1CCCC1)N1CCC(CO)(Cc2ccccc2Cl)CC1
  A: 3	B: 0.0	C: 0.0	D: 13	E: 2.2	F: -0.4	G: 1	H: -3	I: -12	J: -2
13) COc1ccc(N2CCN(C(=O)C3CCC(Cn4c(=S)[nH]c5ccccc5c4=O)CC3)CC2)cc1 (configuration not stated)
  A: -12	B: i	C: -0.4	D: 7	E: x	F: -1.6	G: 0	H: 8	I: 18	J: -8
14) Cn1c(=O)n(CC(=O)O)c(=O)c2c1nc1n2CCCN1CCc1ccccc1
  A: 14	B: -2.0	C: -0.1	D: 6	E: 0.8	F: -1.1	G: -3	H: -14	I: 3	J: -2
15) O=C(CCCCCn1c(=S)[nH]c2cc3c(cc2c1=O)OCO3)NCCc1ccccc1
  A: 4	B: -0.9	C: 0.7	D: 20	E: 0.1	F: 1.1	G: -2	H: 18	I: -15	J: -1
16) CCCN(CC(=O)Nc1ccccc1OC)C(=O)Cn1c(=O)oc2ccccc21
  A: x	B: i	C: -0.2	D: 1	E: 0.8	F: -1.8	G: x	H: 1	I: -13	J: 1
17) CC(=N)c1c(O)cc(C)oc1=O
  A: x	B: -2.9	C: -0.1	D: 0	E: -0.7	F: -0.1	G: x	H: 9	I: -15	J: -10
18) CC1(C(=O)NS(=O)(=O)c2ccccc2Cl)CCN1C(=O)Cc1ccccc1Cl (configuration not stated)
  A: x	B: -1.4	C: x	D: 3	E: -6.5	F: -0.4	G: x	H: 11	I: x	J: -6
19) CCc1ccc(S(=O)(=O)N/N=C\c2ccc([N+](=O)[O-])o2)cc1
  A: 32	B: 0.7	C: 2.5	D: 13	E: -0.1	F: x	G: 2	H: 5	I: x	J: x
20) COCCNC(=S)N/N=C/c1c(C)[nH]c2ccccc12
  A: 6	B: -0.3	C: -1.1	D: -21	E: -1.7	F: 43*	G: 4	H: 12	I: x	J: 12
21) O=[N+]([O-])c1ccc(-n2nnnc2-c2ccccc2)c([N+](=O)[O-])c1
  A: 2	B: -0.2	C: -0.2	D: -3	E: 1.5	F: 0.4	G: 0	H: 10	I: -3	J: 0
22) CCCCc1cc(=O)oc2cc(OCC(=O)N(CC)CC)ccc12
  A: 27	B: -0.7	C: -0.4	D: 2	E: x	F: 0.3	G: -1	H: -11	I: -26	J: -3
23) O=C(CCNC(=O)c1ccccc1)OCC(=O)c1cccc(Cl)c1
  A: 0	B: -0.2	C: -1.8	D: 5	E: 1.9	F: 0.3	G: -1	H: 2	I: -4	J: -2
24) CC(=O)c1sc(-c2ccccc2)nc1C
  A: -11	B: i	C: -0.6	D: -7	E: 1.1	F: 0.4	G: 1	H: 15	I: -2	J: 1
25) COc1ccc(CNC(=O)c2sc3nc4c(c(C(F)(F)F)c3c2N)CCC4)cc1OC
  A: 2	B: i	C: 0.2	D: 11	E: 0.5	F: 2.9	G: 2	H: 7	I: -36	J: 2
26) O=C(c1ccco1)N1CCN=C1SCc1ccccc1Cl
  A: 21	B: -0.2	C: 0.0	D: 5	E: 0.7	F: 0.0	G: -4	H: -2	I: 0	J: 0
27) COc1ccccc1NS(=O)(=O)c1cc(C(=O)NCCC(C)C)ccc1F
  A: -6	B: 2.0	C: 1.4	D: 8	E: 0.6	F: 0.1	G: -2	H: 11	I: -10	J: 3
28) COc1ccccc1NC(=O)C1CC(C)OC1=O (configuration not stated)
  A: x	B: -0.7	C: -0.1	D: 4	E: 0.2	F: 2.7	G: x	H: -17	I: -3	J: 15
29) O=C(NC1CCCCC1)c1cc(-c2ccccc2Cl)on1
  A: 65	B: -0.1	C: 15	D: 3	E: 0.1	F: -4.0	G: -1	H: -13	I: 7	J: 8
30) Cc1nc(N/N=C/c2cccnc2)cc(N2CCOCC2)n1
  A: x	B: i	C: x	D: 1	E: -0.6	F: -0.1	G: x	H: 23	I: x	J: 0
31) Nc1cc(C(=O)OCC(=O)NCCNC(=O)COC(=O)c2ccc(Cl)c(N)c2)ccc1Cl
  A: -14	B: -0.2	C: -0.5	D: 5	E: 1.3	F: 1.5	G: 1	H: 0	I: -3	J: 0
32) CN(CC(=O)Nc1ccc(F)cc1)C(=O)COC(=O)/C=C/c1ccccc1[N+](=O)[O-]
  A: x	B: -0.1	C: 0.6	D: -1	E: 0.0	F: x	G: x	H: 14	I: -8	J: x
33) CC(=O)Nc1cccc(C(=O)N2CCN(S(=O)(=O)Cc3ccccc3)CC2)c1
  A: x	B: -3.8	C: -1.3	D: -3	E: -0.9	F: -0.4	G: x	H: 11	I: -4	J: -2
34) CC(C)(CC(=O)O)CC(=O)Nc1cc(C(F)(F)F)cc(C(F)(F)F)c1
  A: 33	B: -0.6	C: -0.5	D: -7	E: 0.5	F: -1.3	G: 7	H: -4	I: -18	J: 0
35) COc1ccc(NC(=O)CSc2nnc(C3CCCCC3)n2N)cc1
  A: 21	B: -0.5	C: -0.1	D: 8	E: 1.8	F: -1.8	G: 1	H: 2	I: 3	J: -15
36) CC(C)C(N)c1csc(Nc2ccc(C(=O)N(C)Cc3ccccc3)cn2)n1 (configuration not stated)
  A: x	B: -3.0	C: x	D: 11	E: 0.7	F: -0.2	G: x	H: 11	I: x	J: -10
37) CCc1nnc(NC(=O)CSc2nnc(-c3ccccc3O)n2-c2ccc(C)cc2C)s1
  A: 18	B: 0.4	C: 0.3	D: 0	E: x	F: -0.2	G: 9	H: 5	I: -4	J: -2
38) Cc1oc2c(cc(NS(=O)(=O)c3cccs3)c3ccccc32)c1C(=O)OC(C)C
  A: 13	B: i	C: 2.7	D: 11	E: x	F: -0.3	G: 4	H: 20	I: -6	J: -3
39) Cc1ccc(Oc2ncnc(N)c2[N+](=O)[O-])cc1C
  A: 17	B: -0.8	C: -0.2	D: 1	E: 0.2	F: -1.1	G: -2	H: 7	I: -1	J: 0
40) COc1ccc(NC(=O)Cn2c(-c3ccccc3)cn(-c3ccc(C)cc3)c2=O)cc1
  A: -17	B: -1.3	C: 2.8	D: 1	E: x	F: -0.5	G: 6	H: -7	I: -3	J: 6
41) COc1cc(C(C)=O)ccc1OC(=O)N(C)c1ccccc1
  A: -28	B: 0.7	C: 0.1	D: 14	E: 1.0	F: -2.7	G: 5	H: -13	I: -17&-6	J: 9
42) O=C(COc1ccc(CO)cc1Cl)Nc1ccc(F)cc1
  A: -10	B: 5.0	C: -1.3	D: 0	E: x	F: -0.3	G: 2	H: -10	I: -10	J: -3
43) CC(C)(C)c1ccc(NC(=O)NCc2ccco2)cc1
  A: 7	B: 0.9	C: 3.1	D: 8	E: 0.3	F: -0.8	G: 7	H: -5	I: -5	J: -2
44) N#Cc1ccccc1S(=O)(=O)N1CCN(CC(=O)NCC2(N3CCOCC3)CCCCC2)CC1
  A: x	B: 0.3	C: -0.7	D: 12	E: -1.4	F: 1.7	G: x	H: -2	I: -2	J: 1
45) Cc1ccc(C)c(C(=O)COC(=O)CCN2C(=O)C3C4CCC(C4)C3C2=O)c1 (configuration not stated)
  A: 0	B: i	C: 0.7	D: 24	E: 1.6	F: -0.8	G: -4	H: 2	I: -5	J: 3
46) COc1ccc(CCN2C(=O)N(c3ccc(OC)cc3)C(=O)C2CC(=O)Nc2ccccc2)cc1 (configuration not stated)
  A: 2	B: -0.5	C: 0.6	D: -4	E: 1.2	F: -0.1	G: 1	H: 9	I: 3	J: 0
47) O=C(COc1ncnc2ccccc12)NCc1ccc2c(c1)OCO2
  A: 10	B: -1.0	C: -0.5	D: -1	E: x	F: -1.3	G: 2	H: -6	I: -2	J: -6

Six entries already listed, sorted by molecular weight, lowest first:
Abbreviations – A = DUSP3 inh; B = BH1578 lux ind; C = PfHsp40 yeast; D = Y pestis TopoI; E = TcdB GH inh; F = BoNT-A LC inh2; G = 3CLpro inhibitor; H = CCHFV vOTU inh; I = PriA SSB inh; J = Anthrax LF inh2
39) Cc1ccc(Oc2ncnc(N)c2[N+](=O)[O-])cc1C
  A: 17	B: -0.8	C: -0.2	D: 1	E: 0.2	F: -1.1	G: -2	H: 7	I: -1	J: 0
42) O=C(COc1ccc(CO)cc1Cl)Nc1ccc(F)cc1
  A: -10	B: 5.0	C: -1.3	D: 0	E: x	F: -0.3	G: 2	H: -10	I: -10	J: -3
35) COc1ccc(NC(=O)CSc2nnc(C3CCCCC3)n2N)cc1
  A: 21	B: -0.5	C: -0.1	D: 8	E: 1.8	F: -1.8	G: 1	H: 2	I: 3	J: -15
37) CCc1nnc(NC(=O)CSc2nnc(-c3ccccc3O)n2-c2ccc(C)cc2C)s1
  A: 18	B: 0.4	C: 0.3	D: 0	E: x	F: -0.2	G: 9	H: 5	I: -4	J: -2
46) COc1ccc(CCN2C(=O)N(c3ccc(OC)cc3)C(=O)C2CC(=O)Nc2ccccc2)cc1 (configuration not stated)
  A: 2	B: -0.5	C: 0.6	D: -4	E: 1.2	F: -0.1	G: 1	H: 9	I: 3	J: 0
44) N#Cc1ccccc1S(=O)(=O)N1CCN(CC(=O)NCC2(N3CCOCC3)CCCCC2)CC1
  A: x	B: 0.3	C: -0.7	D: 12	E: -1.4	F: 1.7	G: x	H: -2	I: -2	J: 1

This is a subset; the hit share may differ from the screen's.
